D2 ag – HTS Assay for Allosteric Agonists of the Human D2 Dopamine Receptor: Primary Screen for Agonists | D(2) dopamine receptor (Homo sapiens), P14416 | HEK293 T-REx D2 cells, calcium flux agonist mode | activation, % at 2 µM | hit rate 0.53% among 340,000 | AID 485358, 2010;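 active means activation over 3 SD above normal in the single-dose calcium agonist read, cut at about 30% in these data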; further: 0% is about no effect
Target sequence (P14416 whole entry, looked up): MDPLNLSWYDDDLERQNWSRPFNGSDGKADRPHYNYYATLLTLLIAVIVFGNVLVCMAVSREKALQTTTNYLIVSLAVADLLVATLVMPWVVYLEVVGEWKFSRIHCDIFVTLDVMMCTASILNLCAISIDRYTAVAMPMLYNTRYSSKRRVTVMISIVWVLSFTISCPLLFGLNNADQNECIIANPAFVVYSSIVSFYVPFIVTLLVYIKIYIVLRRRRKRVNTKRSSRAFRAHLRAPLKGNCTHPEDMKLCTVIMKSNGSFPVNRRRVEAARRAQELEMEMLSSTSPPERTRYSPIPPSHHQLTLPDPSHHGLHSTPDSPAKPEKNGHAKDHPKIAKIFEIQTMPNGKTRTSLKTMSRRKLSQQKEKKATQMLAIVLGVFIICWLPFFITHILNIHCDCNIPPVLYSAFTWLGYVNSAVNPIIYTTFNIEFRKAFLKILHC
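Calcium-flux readout, 1 cycle/sec over 180 s following compound pin transfer, in inducible HEK293 Trex D2 cells (force-coupled); dopamine controls included. Positive calcium responses during this window marked compounds as potential agonists.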
IDH1 R132H inh – qHTS for Inhibitors of mutant isocitrate dehydrogenase 1 (IDH1): qHTS. Isocitrate dehydrogenase [NADP] cytoplasmic (Homo sapiens), O75874. IDH1-R132H enzyme, NADPH consumption, diaphorase/resazurin fluorescence. Potency, µM (titrated, usually from 76.6 µM), for the others: top-dose activity change, negative = inhibition, most hits filed as inhibitors. hit rate 0.093% among 390,000; further: potency means the concentration at half of the fitted maximal effect; on the % scale 0 is the no-effect control and ±100 the full control effect; nearly all actives have a fitted effect of over 65% in size
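IDH1-R132H (0.5 ug/mL dispensed) in pH 7.5 Tris buffer was preincubated 30 min with compound, then given a substrate mix of 0.016 mM NADPH and 2 mM alpha-KG for 80 min at room temperature; remaining NADPH was read by diaphorase/resazurin fluorescence.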
TrxR1 substrate – qHTS Assay for Substrates of Mammalian Selenoprotein Thioredoxin Reductase 1 (TrxR1): qHTS; Thioredoxin reductase 1, cytoplasmic (Rattus norvegicus), O89049; purified TrxR1 substrate turnover, NADPH consumption readout; Potency, µM (highest dose often 114 µM), inactives show top-dose activity change, negative = substrate turnover; hit rate 0.01% among 390,000; further: potency means the concentration at half of the fitted maximal effect; on the % scale 0 is the no-effect control and ±100 the full control effect; nearly all actives have a fitted effect of over 50% in size
Target sequence (O89049 whole entry, looked up): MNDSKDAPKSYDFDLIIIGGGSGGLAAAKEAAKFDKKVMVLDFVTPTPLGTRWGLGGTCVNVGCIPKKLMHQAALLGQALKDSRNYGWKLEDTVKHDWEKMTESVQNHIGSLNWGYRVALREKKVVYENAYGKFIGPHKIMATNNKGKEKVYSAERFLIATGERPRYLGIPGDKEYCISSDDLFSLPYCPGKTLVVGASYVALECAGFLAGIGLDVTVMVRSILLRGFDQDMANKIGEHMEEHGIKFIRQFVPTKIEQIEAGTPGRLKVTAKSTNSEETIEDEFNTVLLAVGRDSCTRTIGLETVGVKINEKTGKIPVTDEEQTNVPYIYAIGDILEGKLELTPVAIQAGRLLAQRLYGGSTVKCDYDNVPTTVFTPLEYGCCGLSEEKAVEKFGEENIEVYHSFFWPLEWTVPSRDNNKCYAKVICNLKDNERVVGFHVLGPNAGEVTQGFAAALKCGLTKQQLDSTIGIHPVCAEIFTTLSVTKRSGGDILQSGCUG
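Rat TrxR1, dispensed at 90 nM, was prereduced with 400 uM NADPH (final) for 5 min at ~22 deg C, then incubated with compound 15 min before 400 uM selenite. A first-read NADPH fluorescence drop versus no-compound background flagged substrates.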
TRHR ag – qHTS for Small Molecule Agonists and Allosteric Enhancers of Human TRH Receptor: Primary Screen for Agonists | Thyrotropin-releasing hormone receptor (Homo sapiens), P34981 | TRHR cells, calcium flux fluo-8, FDSS agonist mode | activation, % at 2 µM | hit rate 0.18% among 360,000 | AID 493084, 2011; in the data active means activation above about 30%; further: 0% is about no effect
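Fluo-8-loaded TRHR cells; 10 s baseline, compound added, kinetic Ca2+ fluorescence read 1/s, agonist mode.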
Pin1 inh – qHTS Assay to Find Inhibitors of Pin1; Pin1 FP peptide displacement, HiFluor488, 10 min; Potency, µM (highest dose often 115 µM), for inactives: at the highest dose activity, negative = inhibition, most hits filed as inhibitors; hit rate 0.009% among 390,000; Peptidyl-prolyl cis-trans isomerase NIMA-interacting 1 (Homo sapiens), Q13526; active means well fitted inhibition curve with a large enough effect in the polarisation, with a control signal flat, not every such curve was filed as active; inconclusive means small, poorly fitted or top-dose-only effect, or effect the other way, or a change in a side signal; inactive means no such curve, though single readings can be large or run the other way; the % refers to the polarisation; further: potency means the concentration at half of the fitted maximal effect; on the % scale 0 is the no-effect control and ±100 the full control effect
Target sequence (Q13526 whole entry, looked up): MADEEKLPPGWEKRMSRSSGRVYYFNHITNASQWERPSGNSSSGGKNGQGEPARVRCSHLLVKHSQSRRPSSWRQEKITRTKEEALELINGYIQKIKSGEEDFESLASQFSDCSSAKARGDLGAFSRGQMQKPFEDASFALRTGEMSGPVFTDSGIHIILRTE
D2 antagonist – HTS Assay for Allosteric Antagonists of the Human D2 Dopamine Receptor: Primary Screen for Antagonists; D(2) dopamine receptor (Homo sapiens), P14416; hit rate 2% among 340,000; inhibition, % at 10 µM; HEK293 TREx D2 cells, calcium flux, dopamine EC80; in the data active means inhibition above about 30%; further: 0% is about no effect
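Tetracycline-induced HEK293 T-REx cells expressing D2 force-coupled to calcium signalling were dye-loaded, exposed to compound for 180 s, then challenged with an EC80 of dopamine; calcium flux was followed kinetically for a further 180 s.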
TRHR enhancer – qHTS for Small Molecule Agonists and Allosteric Enhancers of Human TRH Receptor: Primary Screen for Enhancers; Thyrotropin-releasing hormone receptor (Homo sapiens), P34981; TRHR cells, fluo-8 calcium fluorescence, EC20 TRH enhancement; enhancement, % at 2 µM; hit rate 0.66% among 360,000; AID 493056, 2011; in the data active means enhancement above about 30%; further: 0% is about no effect
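TRHR-expressing cells loaded with fluo-8 calcium dye were read kinetically (ex 480/em 530) during compound addition, then stimulated with an EC20 of TRH (10 nM final). Enhancement of the Gq-mediated intracellular calcium response was scored.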
USP1 inh – Inhibitors of USP1/UAF1: Primary Screen. Ubiquitin carboxyl-terminal hydrolase 1 (Homo sapiens), O94782. recombinant USP1/UAF1, Ub-Rhodamine cleavage fluorescence. Potency, µM (doses to about 57.1 µM), for the others: at the highest dose activity change, negative = inhibition, hits mostly inhibitors. hit rate 0.23% among 390,000; further: potency means the concentration at half of the fitted maximal effect; on the % scale 0 is the no-effect control and ±100 the full control effect; nearly all actives have a fitted effect of over 60% in size; inactives centre near -12
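1 nM enzyme complex + cpd, 15 min RT; start with Ub-Rho 150nM final; kinetic fluorescence ex 480/em 540, 6 reads q60 s. Buffer 50mM HEPES pH 7.8, 0.5mM EDTA, 0.1 mg/ml BSA, 1mM TCEP, 0.01% Tween-20.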
rTrxR1 inhibitor – qHTS Assay for Inhibitors of Mammalian Selenoprotein Thioredoxin Reductase 1 (TrxR1): qHTS; Thioredoxin reductase 1, cytoplasmic (Rattus norvegicus), O89049; recombinant rTrxR1, NADPH fluorescence consumption, selenite substrate; Potency, µM (doses to about 114 µM), inactives show at the top dose activity change, negative = inhibition, hits mostly inhibitors; hit rate 1% among 390,000; AID 588453, 2011; further: potency means the concentration at half of the fitted maximal effect; on the % scale 0 is the no-effect control and ±100 the full control effect; nearly all actives have a fitted effect of over 65% in size
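Rat TrxR1 (90 nM in the dispensed reagent) was pre-reduced with 400 uM NADPH for 5 min at room temperature, then incubated with compound for 15 min. After 400 uM selenite was added, NADPH fluorescence (Ex 340/Em 450 nm) was followed for 8 min.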
* marks the source's active call; other numbers are inactive results; ? = inconclusive; . = not tested or not shown; [ ] = another dose, or the depositor's remark. Unless noted, the call rests on the fitted dose curve; in most records, active means well fitted inhibition curve with a large enough effect; inconclusive means small, poorly fitted or top-dose-only effect; inactive means no such curve, though single readings can be large or run the other way. The list is partial (hit frequency here may not be typical).

SMILES	D2 ag	IDH1 R132H inh	TrxR1 substrate	TRHR ag	Pin1 inh	D2 antagonist	TRHR enhancer	USP1 inh	rTrxR1 inhibitor
O=C(Oc1ccccc1)c1cccc2cccnc12	2.5	-1%	1%[57.1 µM]	0.8	1%	3	-17	4%	17%
CCc1cccc(OCC(=O)Nc2cc(Cl)ccc2-n2cncn2)c1	0.8	-7%	-6%	0.4	12%	3	3	-2%	-3%
Cc1ccccc1NC(=O)CC(=O)c1ccccc1	-0.2	-7%	8%[2.29 µM]	-0.3	0%	0	-10	-22%	19%
COc1ccc(-c2cc(C(=O)NC3CCCC3)no2)cc1	2.2	1%	7%	-0.2	-2%	19	6	-21%	21%
Cc1ccc2nc(COC(=O)CNC(=O)c3ccccc3)cn2c1	-0.3	8%	7%[57.1 µM]	-0.6	7%	-1	0	-16%	6%
CSc1ccc(/C=C/C(=O)OCC(=O)N2CCN(c3ccccc3)CC2)cc1	.	2%	18%	.	0%	.	.	-16%	18%
COc1ccccc1NS(=O)(=O)c1cc(N)ccc1N1CCCC1	.	4%	3%	.	1%	.	.	-24%	-1%
CCOC(=O)c1[nH]c(C)c(/C(O)=C2\C(=O)C(=O)N(CCCn3ccnc3)C2c2ccncc2)c1C (stereo not given)	1.0	4%	-10%	0.1	-7%	-16	21	-7%	1%[57.1 µM]
COCCn1c(N)c(N(Cc2ccccc2)C(=O)Cc2ccccc2F)c(=O)[nH]c1=O	0.6	0%	-1%	0.3	-1%	8	1	-13%	21%
CCOC(=O)C1CCCN(Cc2nc(Cc3cccc(F)c3)no2)C1 (stereo not given)	1.8	2%	6%	-1.1	1%	-23	-5	-21%	-4%

Single values from the entries so far.
Reading for Cc1ccc2nc(COC(=O)CNC(=O)c3ccccc3)cn2c1 under USP1 inh: -16%
Reading for Cc1ccccc1NC(=O)CC(=O)c1ccccc1 under IDH1 R132H inh: -7%

The listing picks up; the 2 compounds before the break are reprinted first.
SMILES	D2 ag	IDH1 R132H inh	TrxR1 substrate	TRHR ag	Pin1 inh	D2 antagonist	TRHR enhancer	USP1 inh	rTrxR1 inhibitor
COCCn1c(N)c(N(Cc2ccccc2)C(=O)Cc2ccccc2F)c(=O)[nH]c1=O	0.6	0%	-1%	0.3	-1%	8	1	-13%	21%
CCOC(=O)C1CCCN(Cc2nc(Cc3cccc(F)c3)no2)C1 (stereo not given)	1.8	2%	6%	-1.1	1%	-23	-5	-21%	-4%
Cc1cccc2c1cnn2C(=O)CCC(=O)N1CC(C)CC(C)C1 (stereo not given)	-0.4	-1%	-1%[57.1 µM]	-0.6	?	8	-3	-3%	-4%[57.1 µM]
COc1cccc(CNC(=O)CCn2nc(C)c3c(C)n(-c4ccccc4)nc3c2=O)c1	-1.2	-16%	3%	-0.6	-2%	.	-1	-6%	23%
CCOC(=O)Cc1csc(NC(=O)Cn2c(=O)oc3ccccc32)n1	-0.5	0%	-5%	0.2	4%	7	22	1%	-6%
CN(CC(=O)NCCc1ccc(S(N)(=O)=O)cc1)Cc1ccc(Cl)cc1Cl	0.9	0%	7%[0.0914 µM]	-0.8	2%	6	3	-19%	14%[57.1 µM]
Cc1ccc(-c2noc(C3CCCN(S(=O)(=O)c4ccc5ccccc5c4)C3)n2)o1 (stereo not given)	0.4	10%	9%	0.9	?	-8	-4	?	-16%
Cc1cc(NC(=O)c2cc([N+](=O)[O-])ccc2Cl)no1	0.6	3%	0%[57.1 µM]	-0.4	0%	1	-4	-5%	15%[57.1 µM]
COc1ccc(N2CC(C(=O)Nc3c4c(nn3-c3ccccc3)CS(=O)(=O)C4)CC2=O)cc1 (stereo not given)	-0.2	-5%	3%	0.4	-1%	-2	-3	2%	-5%
Cn1cc(CCNC(=O)CC2C(=O)NCCN2Cc2cccc(Oc3ccccc3)c2)cn1 (stereo not given)	.	7%	17%	0.6	-3%	.	2	-22%	25µM*
Cc1cc(C)c(NC(=O)COC(=O)CCc2ccc(S(=O)(=O)N3CCCCC3)cc2)c(C)c1	0.5	9%	1%	0.4	19%	0	1	-19%	11%
Cc1noc(/C=C/N(C)C)c1S(=O)(=O)NC1CCCCC1	1.5	2%	-8%	1.0	?	-14	6	-8%	7%[57.1 µM]

In a second layout: four of the compounds above.
The line under a structure holds: D2 ag | IDH1 R132H inh | TrxR1 substrate | TRHR ag | Pin1 inh | D2 antagonist | TRHR enhancer | USP1 inh | rTrxR1 inhibitor
- COc1ccc(-c2cc(C(=O)NC3CCCC3)no2)cc1
  2.2 | 1% | 7% | -0.2 | -2% | 19 | 6 | -21% | 21%
- Cc1ccc2nc(COC(=O)CNC(=O)c3ccccc3)cn2c1
  -0.3 | 8% | 7%[57.1 µM] | -0.6 | 7% | -1 | 0 | -16% | 6%
- CSc1ccc(/C=C/C(=O)OCC(=O)N2CCN(c3ccccc3)CC2)cc1
  . | 2% | 18% | . | 0% | . | . | -16% | 18%
- COc1ccccc1NS(=O)(=O)c1cc(N)ccc1N1CCCC1
  . | 4% | 3% | . | 1% | . | . | -24% | -1%

Additional entries
SMILES	D2 ag	IDH1 R132H inh	TrxR1 substrate	TRHR ag	Pin1 inh	D2 antagonist	TRHR enhancer	USP1 inh	rTrxR1 inhibitor
O=C(Cc1ccc(Br)cc1)Nc1ccc(S(=O)(=O)NCC2CCCO2)cc1 (stereo not given)	0.8	15%	11%[57.1 µM]	0.7	3%	15	1	-7%	25%[57.1 µM]
O=C(Oc1ccccc1Cl)c1ccc(-n2cncn2)nc1	-1.0	2%	-1%[57.1 µM]	-2.1	5%	0	-3	-15%	3%[57.1 µM]
COC(=O)CCCNC(=O)c1ccc2nc(Cc3ccc(OC)cc3)oc2c1	0.6	-8%	-9%	0.0	3%	7	-7	-22%	-11%
COc1ccc(-c2noc(CCC(=O)Nc3ccc(C)c(C)c3)n2)cc1	0.8	6%	2%[57.1 µM]	0.5	-5%	-9	1	-4%	16%[57.1 µM]
CCCCn1nc(C(=O)Nc2c(C)n(C)n(-c3ccccc3)c2=O)c2ccccc2c1=O	0.1	0%	-2%	-1.0	6%	5	-8	-1%	10%
Cc1sc2nc(C3CCCCC3)nc(SCC(=O)N3CC(=O)Nc4ccccc43)c2c1C	.	2%	3%	.	-4%	.	.	-21%	4%
CCOCCSc1n[nH]c(=O)n1CCc1ccccc1	0.2	-7%	-2%	-2.0	2%	-6	-14	-15%	7%
O=C(CC(=O)c1cccc([N+](=O)[O-])c1)Nc1ccccc1Cl	1.2	15%	-1%[57.1 µM]	0.0	-1%	-3	1	0%	-5%[57.1 µM]
COc1ccc(NC(=O)C2C(c3ccccc3)C2(Cl)Cl)cc1 (stereo not given)	-0.3	4%	0%	0.5	3%	-2	-2	-24%	22%
Cc1cc(NCCN2CCOCC2)c2ccc3ccccc3c2n1	-0.4	-10%	-3%	0.1	4%	-13	9	2%	-4%
CC1CCN(C(=O)CSc2nc(N)c(NC(=O)c3ccccc3)c(=O)[nH]2)CC1	-0.1	12%	9%	0.2	1%	-4	-4	-20%	9%
CCCc1cc(=O)oc2c3c(c4c(c12)OC(C)(C)C=C4)OC(C)C(C)C3O (stereo not given)	2.3	?	-6%[57.1 µM]	1.4	?	-38	15	-25%	-11%[57.1 µM]
COc1ccc(/C=N/N2CCN(C3c4ccccc4-c4ccccc43)CC2)cc1O	-0.4	0%	-10%	0.1	-2%	3	-2	-9%	-15%
Clc1ccc(CSc2ncnc3nc[nH]c23)cc1	-0.1	1%	3%	0.4	-1%	1	17	-21%	24%
CCOC(=O)c1sc2ncn(CC(=O)Nc3ccc(N(C)C)cc3)c(=O)c2c1C	0.0	0%	6%	0.2	0%	.	-1	-12%	24%
COc1ccc(Br)cc1CNC(C)c1ccccc1 (stereo not given)	-0.3	7%	-3%	0.1	-2%	-2	7	-19%	-6%
Cc1ccc(CN(C(=O)Nc2cccc(Cl)c2)c2ccccn2)cc1	3.9	3%	-3%	-0.5	7%	.	-4	-2%	0%
OCCOCCOc1ccccc1OCCOCCO	12	3%	11%[57.1 µM]	-0.6	2%	28	13	-11%	26%[57.1 µM]
O=C(CCc1ccccc1)NC(=S)Nc1cccc(Br)c1	0.4	2%	3%	0.9	-2%	-5	28	-17%	-35%
CCS(=O)(=O)N1Cc2ccccc2CC1C(=O)N(C)Cc1ccc(OC)cc1OC (stereo not given)	0.0	11%	-4%	0.0	9%	0	23	-7%	?
C=COC(=O)c1sc2nc(C)cc(C)c2c1N	-1.4	3%	17%[57.1 µM]	0.0	-2%	6	0	-4%	10%[57.1 µM]
O=c1[nH]c(CN2CCN(c3ccc(F)cc3)CC2)nc2ccccc12	-0.4	1%	-5%	-0.4	5%	3	34*	-17%	-4%
O=C(CSc1nnc(Cc2ccc(Cl)cc2)o1)Nc1ccccc1	-0.5	15%	3%	-2.3	-3%	-17	-5	-16%	18%
O=C(NC1CCOc2ccccc21)c1ccc(Cl)nc1 (stereo not given)	1.1	7%	7%	0.4	-1%	-3	0	-13%	19%
